Bioassay records deposited in PubChem BioAssay by Sanford-Burnham Center for Chemical Genomics.
SENP6 inh – SENP6 protease inhibitors, primary screen, biochemical, luminescence, uHTS. Recombinant SENP6 catalytic domain, aminoluciferin luminescence. actives 1.8% (n = 330,000). inhibition, % at 10 µM. AID 2599, 2010. Sentrin-specific protease 6 (Homo sapiens), Q9GZR1;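 active = inhibition above about 50% at the single tested dose, limit read from the data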;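 note: plate controls were DMSO wells with enzyme for no effect and DMSO wells lacking enzyme for full effect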
Target sequence (Q9GZR1 628-1112 limits assumed): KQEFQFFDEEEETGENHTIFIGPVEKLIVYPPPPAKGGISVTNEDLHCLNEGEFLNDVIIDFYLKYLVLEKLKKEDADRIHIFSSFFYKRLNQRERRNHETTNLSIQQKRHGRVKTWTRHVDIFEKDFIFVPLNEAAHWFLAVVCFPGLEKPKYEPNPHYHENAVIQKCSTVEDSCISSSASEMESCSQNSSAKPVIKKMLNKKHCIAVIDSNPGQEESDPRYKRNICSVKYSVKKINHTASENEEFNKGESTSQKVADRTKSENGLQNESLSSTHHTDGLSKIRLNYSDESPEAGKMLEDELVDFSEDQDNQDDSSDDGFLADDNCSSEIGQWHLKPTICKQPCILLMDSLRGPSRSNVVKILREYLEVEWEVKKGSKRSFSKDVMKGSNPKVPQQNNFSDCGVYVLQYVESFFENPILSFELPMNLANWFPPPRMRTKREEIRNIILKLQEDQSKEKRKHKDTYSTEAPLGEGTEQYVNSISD
HKDC1 inhibitor – HKDC1 hexokinase inhibitors, primary screen, biochemical, fluorescence, uHTS; Q2TB90; recombinant HKDC1, G6PDH/diaphorase resazurin coupled fluorescence; inhibition, % at 20 µM; actives 0.16% (n = 340,000); AID 493160, 2011;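 active = inhibition above about 35% when tested at 20 µM, limit read from the data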;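 note: plate controls were DMSO wells with enzyme for no effect and DMSO wells lacking enzyme for full effect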
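Assay system – recombinant HKDC1 (HK5) hexokinase enzyme, produced in-house · Input – HKDC1 at 5 µg/mL · Reagent – glucose plus 1 mM ATP as hexokinase substrates · Timing – 90 min reaction incubation at room temperature, dark · Measured by – G6PDH/diaphorase-coupled fluorescence, 1 mM NADP, 100 µM resazurin, 525/613 nm · Benchmarks – DMSO-enzyme wells negative, buffer-substituted wells positive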
Apaf1 inhib – inhibitors of human Apaf-1 apoptosome, primary screen, biochemical, DEVD-Rh110 fluorescence, uHTS | Apoptotic protease-activating factor 1 (Homo sapiens), O14727 | inhibition, % at 20 µM | AID 489030, 2010 | actives 0.71% (n = 330,000) | reconstituted apoptosome caspase-3 activity; active = inhibition of at least 40% at 20 µM;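 note: plate controls were DMSO wells for no effect and DEVD-CHO caspase inhibitor wells for full effect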
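Medium: Hepes buffer, pH 7.5 / System: biochemical Apaf-1 apoptosome reconstitution / Measured by: Rh110 fluorescence, excitation 480 nm, emission 540 nm / Times: compound with Apaf-1, dATP, procaspase-3 30 min, then 50 min reaction, room temperature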
SENP8 block-1 – human SENP8 protease inhibitors, primary screen, biochemical, fluorescence, Nedd8 protein substrate, uHTS | AID 602440, 2012 | recombinant SENP8 | actives 0.64% (n = 360,000) | Sentrin-specific protease 8 (Homo sapiens), Q96LD8 | inhibition, % at 20 µM; in the data active = inhibition mostly above about 40%, no sharp cut-off; inactive = mostly below about 27%
Target sequence (Q96LD8 whole entry, looked up): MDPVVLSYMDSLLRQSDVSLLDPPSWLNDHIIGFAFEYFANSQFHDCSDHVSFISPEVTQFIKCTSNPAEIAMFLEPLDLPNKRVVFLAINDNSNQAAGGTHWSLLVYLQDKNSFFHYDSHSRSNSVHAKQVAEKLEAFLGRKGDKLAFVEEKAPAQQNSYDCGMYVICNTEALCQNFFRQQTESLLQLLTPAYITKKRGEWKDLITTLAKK
SENP7 block – SENP7 protease inhibitors, primary screen, biochemical, luminescence, uHTS; recombinant SENP7, Z-RLRGG-aminoluciferin luminescence, 40 min; inhibition, % at 5 µM; actives 1.5% (n = 330,000);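 active = inhibition above about 50% at the single test dose, limit read from the data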;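 note: plate controls were DMSO with enzyme for no effect and no enzyme buffer wells for full effect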
Target sequence (Q9BQF6 706-1050 limits assumed): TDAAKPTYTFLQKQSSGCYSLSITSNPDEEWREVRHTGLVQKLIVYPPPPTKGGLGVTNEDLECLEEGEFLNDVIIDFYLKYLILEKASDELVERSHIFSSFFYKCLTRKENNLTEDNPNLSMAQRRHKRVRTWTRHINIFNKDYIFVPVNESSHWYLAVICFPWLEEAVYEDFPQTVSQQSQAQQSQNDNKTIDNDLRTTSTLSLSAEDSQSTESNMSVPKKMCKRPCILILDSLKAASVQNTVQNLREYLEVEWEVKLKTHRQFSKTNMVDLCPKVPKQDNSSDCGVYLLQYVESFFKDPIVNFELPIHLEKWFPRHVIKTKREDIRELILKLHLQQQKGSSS
PfG6PD inh – PfG6PD enzyme inhibitors, primary screen, biochemical, fluorescence intensity, uHTS. glucose-6-phosphate dehydrogenase-6-phosphogluconolactonase (Plasmodium falciparum 3D7). PfGluPho enzyme, NADPH resazurin-diaphorase fluorescence. inhibition, % at 20 µM. actives 0.78% (n = 350,000);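 active = inhibition reaching at least a set limit at 20 µM in the primary screen, cut at about 59% in these data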;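 note: 0% = DMSO wells with substrate and 100% = DMSO wells lacking glucose-6-phosphate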
SENP1 inh – human SENP1 catalytic domain inhibitors, primary screen, biochemical, FRET, uHTS; inhibition, % at 10 µM; recombinant SENP1 catalytic domain, CyPet-SUMO1-YPet FRET cleavage; actives 0.21% (n = 360,000); Sentrin-specific protease 1 (Homo sapiens), Q9P0U3;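 active = inhibition at least 30% at 10 µM, raw YFP signal under a set limit, fluorescence ratio 0.5 to 1.5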;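 note: 0% = enzyme with DMSO and 100% = no enzyme wells; some results filed as inactive read as strong as hits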
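Assay system – human recombinant His6-tagged SENP1 catalytic domain enzyme · Input – SENP1 enzyme, 20 pM final · Buffer or medium – Tris pH 8 buffer plus EDTA, NaCl, BME, BSA, NP40, catalase · Schedule – 50 min reaction at room temperature · Technique – FRET read of cyan and yellow fluorescence · Control set – no-enzyme wells low, DMSO-plus-enzyme wells high control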
NLRP3 yeast inh – NALP3 inflammasome inhibitors in reconstituted yeast, primary screen, luminescence, uHTS | actives 0.39% (n = 330,000) | Yeast reconstituted NLRP3/ASC/caspase-1, beta-gal luminescence, 24 h | inhibition, % at 10 µM;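 active = inhibition of 50% or more; inactive = inhibition below 50%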;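 note: plate controls were induced DMSO wells for no effect and uninduced yeast grown without galactose for full effect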
SENP8 block-2 – SENP8 protease inhibitors, primary screen, biochemical, luminescence. AID 2540, 2010. inhibition, % at 10 µM. Sentrin-specific protease 8 (Homo sapiens), Q96LD8. actives 1.2% (n = 330,000). purified SENP8, Z-RLRGG-aminoluciferin cleavage; in the data active = inhibition above about 50%
* hit, by the source's call; nt = no result given. Compounds were not picked by outcome; 4.1% or so of the library scored in one or more.

(1) COc1cccc(CC(NC(C)=O)C(=O)NC2CCN(S(=O)(=O)c3ccc(C)cc3)CC2)c1OC (stereo not drawn)
(2) COc1cccc(C2C(C(C)=O)=C(O)C(=O)N2Cc2ccco2)c1 (stereo not drawn)
(3) O=C(NCCCn1ccnc1)c1ccco1
(4) O=C(Nc1cccc(Cl)c1)OCc1cnc(Cl)s1
(5) COC(=O)C1CCCN1C(=O)COc1ccc(Cl)cc1Br (stereo not drawn)
(6) O=C(NCc1cccnc1)C1CC(c2ccc(F)cc2)=NO1 (stereo not drawn)
(7) CC(=O)Nc1ccc(S(=O)(=O)N2CCN(C(=O)c3ccccc3F)CC2)cc1
(8) COc1ccc(OCc2nnc(SC(C)C(=O)Nc3ccc(N4CCOCC4)cc3)n2C)cc1 (stereo not drawn)
(9) O=C(COC(=O)c1ccc(O)cc1)Nc1ccc(OC(F)F)cc1
(10) CC(=O)c1ccc(-c2ccc([C@H]3[C@@H]4C=CCC[C@@]4(C)C(=O)N3Cc3ccccc3)c(F)c2)cc1

assay / entry	1	2	3	4	5	6	7	8	9	10
SENP6 inh	-19	7	-1	-26	-8	-2	-23	nt	-3	-5
HKDC1 inhibitor	-10	0	-9	2	-12	-12	-1	0	-2	-1
Apaf1 inhib	-12	12	-11	15	-4	7	3	nt	-1	25
SENP8 block-1	5	4	26	14	2	16	25	4	10	-1
SENP7 block	-6	-9	-5	8	7	-3	-7	nt	8	1
PfG6PD inh	-2	25	-13	0	24	-15	-12	0	17	15
SENP1 inh	-1	0	5	2	1	1	0	1	2	2
NLRP3 yeast inh	20	0	6	1	0	2	3	nt	4	13
SENP8 block-2	-4	-7	-4	-15	-1	-2	-14	nt	-2	-11

(11) Cc1onc(-c2ccccc2Cl)c1C(=O)OCC(=O)c1ccc2c(c1)OCCO2
(12) Cc1ccc(N2C(=NC(=O)c3ccccc3)SC3CS(=O)(=O)CC32)cc1 (stereo not drawn)
(13) CCOC(=O)Nc1cccc(OCC(=O)Nc2ccccc2OCC)c1
(14) CC(OC(=O)CNC(=O)c1cccc(F)c1)C(=O)NC1CCCCC1C (stereo not drawn)
(15) CCCOc1ccc(N2C(=O)CC(N(Cc3ccc(OC)cc3)C(=S)Nc3ccccc3)C2=O)cc1 (stereo not drawn)
(16) CC1Sc2ccc(S(=O)(=O)CCC(=O)Nc3ccccn3)cc2NC1=O (stereo not drawn)
(17) CC1=CC(c2ccccc2)n2nc(NC(=O)CCCC(=O)O)nc2N1 (stereo not drawn)
(18) CCOc1ccc(CNC(=O)CCn2c(=O)oc3ccccc32)cc1OC
(19) O=C(CCCC(=O)N(CC(=O)NC1CCCC1)Cc1ccccc1Cl)Nc1ccccn1
(20) COc1cc(/C=C2/C(=N)N3C(=NC2=O)SN=C3S(C)(=O)=O)ccc1OS(=O)(=O)c1ccccc1

assay / entry	11	12	13	14	15	16	17	18	19	20
SENP6 inh	-2	-20	5	-10	6	-6	-3	-9	-16	-1
HKDC1 inhibitor	5	-6	-7	-2	2	-6	-4	-5	-5	nt
Apaf1 inhib	10	-6	1	0	8	9	-3	10	12	3
SENP8 block-1	15	-13	4	-3	15	11	-296	7	17	nt
SENP7 block	-8	12	-6	9	5	6	-1	-8	-6	-2
PfG6PD inh	15	-10	5	2	9	2	0	-13	7	nt
SENP1 inh	-1	0	1	0	2	3	-13	1	4	nt
NLRP3 yeast inh	24	-6	-5	8	-16	-2	11	-2	10	6
SENP8 block-2	-4	-4	5	-11	9	3	-9	-9	-14	2

(21) C#CCOCCOCCOCCNc1nc(N2CCN(C(=O)C(CCC(=O)O)n3cc(C(N)CC(C)C)nn3)CC2)nc(N2CCN(C(=O)C(Cc3cc4ccccc4[nH]3)n3cc(C(N)Cc4ccc(O)cc4)nn3)CC2)n1 (stereo not drawn)
(22) Cc1ccc(P(=Nc2ccccc2)(N2CCOCC2)N2CCOCC2)o1
(23) CC(=O)c1cc(-c2ccccc2)[nH]c1N1CCOCC1
(24) Cc1nnc2ccc(-c3cccc(NC(=O)c4ccc(Cl)nc4)c3)nn12
(25) CCOc1ccc(N2C(=O)C(Cl)=C(N3CCOCC3)C2=O)cc1
(26) Cc1ccc2c(c1)N(C(=O)CCC(=O)N1CCC(C(N)=O)CC1)CCO2
(27) CCCCN1CC2([N+](=O)[O-])C=CC(=O)C([N+](=O)[O-])(C1)C2CC(=O)c1ccccc1 (stereo not drawn)
(28) Cc1nc2ccc(C(=O)Nc3cccc([N+](=O)[O-])c3)cc2s1
(29) Cc1cccc(CSc2nn3c(=O)c(C)nnc3s2)c1
(30) O=C(Nc1ccccc1N1CCN(C(=O)c2ccccc2)CC1)c1ccc(Cl)cc1

assay / entry	21	22	23	24	25	26	27	28	29	30
SENP6 inh	0	13	7	0	-6	2	88*	-14	15	8
HKDC1 inhibitor	6	-6	-9	0	-2	0	17	3	-13	-1
Apaf1 inhib	7	-23	-16	-10	-2	12	16	-1	-3	6
SENP8 block-1	17	9	-4	-64	24	7	8	7	21	1
SENP7 block	-5	-2	2	-3	4	4	-1	27	4	5
PfG6PD inh	35	-12	20	17	12	-1	5	11	4	14
SENP1 inh	0	0	8	2	2	1	-2	0	2	2
NLRP3 yeast inh	6	12	16	18	24	15	-13	23	45	-10
SENP8 block-2	-6	9	2	0	0	-6	-8	23	-1	2

(31) COc1cc(NS(=O)(=O)c2ccc(F)cc2)c(OC)cc1NC(C)=O
(32) COc1ccc(Br)cc1C1Nc2ccccc2C(=O)N1NC(=O)c1ccncc1 (stereo not drawn)
(33) CC1(C)CC(=O)c2cc(C(=O)NCc3ccco3)c(=O)n(-c3ccc(Cl)cc3)c2C1
(34) COCc1cc(C)nc(Nc2ccccc2C)c1C#N
(35) COc1ccc(N2CCN(C(=O)C(C)(C)Oc3ccc(Cl)cc3)CC2)cc1
(36) COC(=O)c1sc(NC(=O)c2ccc(Cn3cc(Cl)cn3)o2)c(C#N)c1C
(37) O=C(CSc1nc2ccsc2c(=O)n1Cc1ccc(C(=O)O)cc1)NCC1CCCO1 (stereo not drawn)
(38) CCOC(=O)c1ccc(S(=O)(=O)N2CCC(C(=O)N3CCN(c4ccccc4OC)CC3)CC2)cc1
(39) CC1CN(CCc2ccccc2)c2nc3c(c(=O)n(CC(N)=O)c(=O)n3C)n2C1 (stereo not drawn)
(40) O=C(CCC1CCCCC1)Nc1cc(Cl)ccc1N1CCOCC1

assay / entry	31	32	33	34	35	36	37	38	39	40
SENP6 inh	-1	12	-12	-19	-1	-14	11	nt	9	-5
HKDC1 inhibitor	5	-4	0	-8	3	0	-6	2	3	-3
Apaf1 inhib	2	14	16	-13	32	9	4	nt	1	25
SENP8 block-1	19	-20	-63	-61	10	-380	10	10	-52	2
SENP7 block	0	6	9	-3	-7	2	-3	nt	6	4
PfG6PD inh	-8	-13	12	-6	29	47	-13	-6	-1	29
SENP1 inh	-2	0	1	0	-2	-65	2	2	-2	2
NLRP3 yeast inh	1	6	-8	9	27	5	22	nt	22	11
SENP8 block-2	-3	-4	-3	-9	-11	-3	2	nt	-2	-5

Reprinted at random: 6 entries already listed.
(35) COc1ccc(N2CCN(C(=O)C(C)(C)Oc3ccc(Cl)cc3)CC2)cc1
(32) COc1ccc(Br)cc1C1Nc2ccccc2C(=O)N1NC(=O)c1ccncc1 (stereo not drawn)
(33) CC1(C)CC(=O)c2cc(C(=O)NCc3ccco3)c(=O)n(-c3ccc(Cl)cc3)c2C1
(38) CCOC(=O)c1ccc(S(=O)(=O)N2CCC(C(=O)N3CCN(c4ccccc4OC)CC3)CC2)cc1
(39) CC1CN(CCc2ccccc2)c2nc3c(c(=O)n(CC(N)=O)c(=O)n3C)n2C1 (stereo not drawn)
(34) COCc1cc(C)nc(Nc2ccccc2C)c1C#N

assay / entry	35	32	33	38	39	34
SENP6 inh	-1	12	-12	nt	9	-19
HKDC1 inhibitor	3	-4	0	2	3	-8
Apaf1 inhib	32	14	16	nt	1	-13
SENP8 block-1	10	-20	-63	10	-52	-61
SENP7 block	-7	6	9	nt	6	-3
PfG6PD inh	29	-13	12	-6	-1	-6
SENP1 inh	-2	0	1	2	-2	0
NLRP3 yeast inh	27	6	-8	nt	22	9
SENP8 block-2	-11	-4	-3	nt	-2	-9

(continued)
(41) Cn1nc([N+](=O)[O-])nc1Sc1nnc(-c2ccccc2)o1
(42) O=C(O)c1ccccc1Nc1ccc([N+](=O)[O-])cc1
(43) Cc1ccc(-c2nnn(CC(=O)N(CC(=O)NC3CCCC3)c3ccccc3F)n2)o1
(44) CCc1ccc(OCC2c3cc(OC)c(OC)cc3CCN2C(=S)NC)cc1 (stereo not drawn)
(45) CCOc1ccccc1NS(=O)(=O)c1ccc2oc(=O)ccc2c1
(46) COc1ccc(-c2ccc(SCC(=O)N3CCCC3)nn2)cc1OC
(47) CN(C(=O)CSc1nc2scc(-c3ccccc3)c2c(=O)[nH]1)c1ccccc1
(48) Cc1ccc(/C=N/n2c(C)n[nH]c2=S)o1
(49) Cc1ccc(-c2ccc(/C=N/NC(N)=S)o2)cc1
(50) Cn1cc(Br)c(C(=O)NNC(=O)Cc2ccc(Cl)cc2)n1
(51) O=C(NNC(=S)Nc1ccccc1Cl)c1ccccc1

assay / entry	41	42	43	44	45	46	47	48	49	50	51
SENP6 inh	7	nt	-14	-3	-20	-6	-2	-10	-35	-51	65*
HKDC1 inhibitor	-1	7	-3	1	1	1	4	-7	-6	-1	-8
Apaf1 inhib	8	nt	-5	25	0	-7	20	-5	25	-4	-2
SENP8 block-1	20	12	-3	10	26	11	-22	5	-423	8	1
SENP7 block	10	nt	3	-3	9	2	-5	-4	-9	0	91*
PfG6PD inh	23	-34	1	21	21	-3	-9	22	62*	-10	2
SENP1 inh	2	0	1	1	-3	1	-33	1	-33	2	3
NLRP3 yeast inh	11	nt	3	4	11	-6	24	10	37	-2	15
SENP8 block-2	4	nt	-2	-2	6	-2	-10	-1	-8	-10	56*
